OX1R antag-1 – OX1R (human) antagonism. O43613. inhibition, % at 6.6 µM. OX1R-expressing cells, FRET antagonist read-out. AID 485270. hit rate 1.8% among 330,000; in the data active means inhibition mostly above about 38%, no sharp cut-off; inactive means mostly below about 40%;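 further: 0% = agonist challenge alone and 100% = reference antagonist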
Target sequence (O43613 whole entry, looked up): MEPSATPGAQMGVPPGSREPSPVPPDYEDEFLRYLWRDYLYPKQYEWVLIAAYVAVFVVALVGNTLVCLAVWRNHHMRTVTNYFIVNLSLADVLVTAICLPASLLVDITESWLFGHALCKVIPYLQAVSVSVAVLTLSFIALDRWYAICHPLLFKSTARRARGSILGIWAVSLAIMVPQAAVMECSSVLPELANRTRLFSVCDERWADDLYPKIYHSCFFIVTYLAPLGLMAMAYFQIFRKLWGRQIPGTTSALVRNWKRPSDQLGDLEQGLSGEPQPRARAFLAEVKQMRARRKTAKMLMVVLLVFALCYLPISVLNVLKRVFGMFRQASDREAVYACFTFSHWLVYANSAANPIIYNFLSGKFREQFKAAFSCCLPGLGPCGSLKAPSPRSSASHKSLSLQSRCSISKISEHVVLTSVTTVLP
OX1R antag-2 – antagonists of human orexin 1 receptor. hit rate 0.43% among 330,000. AID 434989. inhibition, % at 5 µM. CHO/OX1R cells, Fluo-8 calcium fluorescence, orexin A;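 active means inhibition above its plate's threshold, mean inhibition of all tested compounds on the plate plus 3 SD, cut at about 37% in these data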;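 further: 0% = orexin A challenge wells and 100% = SB-334867-A antagonist wells; not every result past the cut was called active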
* = called active by the depositor.

Start of the data: the first two entries (preview)
SMILES,OX1R antag-1,OX1R antag-2
O=C(Nc1ccc2c(c1)nc1n2CCN(Cc2ccccc2)C1)NC1CCCCC1,15,-16
CCOC(=O)c1ccc(NC(=O)C2CCN(S(=O)(=O)c3ccccc3)CC2)cc1,9,-13

The whole of this part, previewed entries included:
SMILES,OX1R antag-1,OX1R antag-2
O=C(Nc1ccc2c(c1)nc1n2CCN(Cc2ccccc2)C1)NC1CCCCC1,15,-16
CCOC(=O)c1ccc(NC(=O)C2CCN(S(=O)(=O)c3ccccc3)CC2)cc1,9,-13
Cc1c(C(=O)N/N=C/c2cccc(O)c2)nnn1-c1nonc1N,10,-5
Cc1cc(=O)oc2cc(Oc3ccc(C(N)=O)cc3[N+](=O)[O-])ccc12,29,-33
Cc1ccc(CNC(=O)C2CCN(S(=O)(=O)c3cccnc3)CC2)cc1,6,-11
Cc1ccccc1OCCC(=O)N1CCN(S(=O)(=O)c2ccccc2F)CC1,7,-31
O=C(CCCCn1c(=O)c2ccccc2n(Cc2ccc(Cl)cc2)c1=O)NCc1ccco1,12,-11
Nc1c(Cl)cc(C2=NCCn3c2c2ccc([N+](=O)[O-])cc2[n+]3[O-])cc1Cl,40,-20
CCOC(=O)c1cnc(SC)nc1Oc1cccc(NS(=O)(=O)c2ccccc2)c1,5,-5
CCOC(=O)c1ccc2nc(NC(=O)c3ccco3)sc2c1,81*,25
Cc1ccccc1-c1cc(C(=O)NCc2cccc(C(F)(F)F)c2)n(CC2CC(c3cccnc3)=NO2)n1 (configuration not stated),7,-7
O=c1c2c(nc3n1CCCCC3)-c1ccccc1CC21CCCC1,11,-42
COc1ccccc1NC(=O)CCN1C(=O)C2CC=CCC2C1=O (configuration not stated),13,0
CC1(c2nnc(Cc3ccccc3)o2)CC(c2ccc(F)cc2)=NO1 (configuration not stated),33,-12
CCOc1ccc(/C=C2\CCC(C3CCCC3)C2=O)cc1OC (configuration not stated),2,-60

Shown with two lines to a compound: part of the list above
Results follow in this order: OX1R antag-1, OX1R antag-2
- O=C(Nc1ccc2c(c1)nc1n2CCN(Cc2ccccc2)C1)NC1CCCCC1
  15, -16
- CCOc1ccc(/C=C2\CCC(C3CCCC3)C2=O)cc1OC (configuration not stated)
  2, -60

New compounds follow.
SMILES,OX1R antag-1,OX1R antag-2
COc1cccc(C2=NOC(C(=O)Nc3ccc4c(c3)OCO4)C2)c1OC (configuration not stated),10,-12
O=C(CCC(=O)N1CCOc2ccccc21)NCCCN1CCCCC1,3,-11
CCC(CC)NC(=O)Cc1ccc(F)cc1,7,-6
Cc1ccc(NC(=O)CSc2nnc(C)n2CC2CCCO2)cc1 (configuration not stated),4,-14
NC(=S)N/N=C/c1ccc(Br)o1,12,-4
COc1ccc(/C=N/NC(=S)Nc2cc(C(F)(F)F)ccc2Cl)cc1,5,-18
O=C(CSc1nnc(-c2ccco2)n1Cc1ccco1)NCc1cccs1,12,-18
CCNS(=O)(=O)c1ccc(C(=O)OCC(=O)N2CCCc3ccccc32)cc1,3,3
CC(=O)NC1C(=O)N(C)c2ccc(Br)cc21 (configuration not stated),21,-10
Cc1cccc(S(=O)(=O)N2CCCc3ccccc32)c1,29,-25
O=C(c1ccccc1)N1CCN(c2ccc([N+](=O)[O-])cc2-n2cccc2)CC1,9,-19
Cc1ccc(NS(=O)(=O)c2c(C)ccc3nsnc23)c([N+](=O)[O-])c1,16,-18
COc1cc(OC)cc(C(=O)NC(C(=O)NCCc2ccccn2)C(C)C)c1 (configuration not stated),5,5
Cc1ccc2c(c1)nnn2C1CCN(C(=O)NCc2ccccc2)CC1,11,-2
O=S(=O)(Nc1ccccc1N1CCOCC1)c1ccccc1C(F)(F)F,5,-6
CCO/C=C1/C(=O)N(c2ccc(OC)cc2)C(=O)c2ccccc21,8,-35
Cc1cc(C)cc(-n2c(=O)c3ccccc3n(CC(=O)NCC3CCCO3)c2=O)c1 (configuration not stated),5,-13
CCOC(=O)C1=C(O)C(=O)N(c2ccc(S(N)(=O)=O)cc2)C1c1ccc(OC)cc1OC (configuration not stated),23,-12
COc1cccc(C2CCCCN2Cc2nc(-c3ccc(C)o3)oc2C)c1 (configuration not stated),29,-48
O=C(NNc1ncc(C(F)(F)F)cc1Cl)c1ccc(Cl)c(Cl)c1,2,-12
COc1ccc(NC(=O)CSc2nncn2C)c([N+](=O)[O-])c1,38*,3
CCCCN1C(=N)N([C@@H](C)CN2CCC[C@H]2CN2C(N)=NC[C@H]2C(C)C)C[C@H]1[C@H](C)CC,0,-15
Cc1ccc(S(=O)(=O)N2CCC(NC(=O)OC(C)C)CC2)cc1,17,3
Cc1ccc(NC(=O)C2CCCN2C(=O)OCc2ccccc2)cc1F (configuration not stated),16,-36
Cc1ccsc1C(=O)NNC(=S)NC1CCCCC1,2,-3
CCCCn1c(N)c(N(CC)C(=O)COc2ccc(C#N)cc2)c(=O)[nH]c1=O,-2,1
O=C(CCC1N=C2c3ccccc3N=C(SCc3ccc(F)cc3)N2C1=O)NCc1ccco1 (configuration not stated),17,5
O=C(Nc1cccc2ncccc12)c1ccc(-c2ccc(Br)cc2)o1,10,-12
CCCc1nc2c(sc3nc4c(cc32)COC(C)(C)C4)c(=O)n1CCN(C)C,17,-18
N#Cc1c(-c2ccco2)cc(-c2cccnc2)nc1N,14,-3
Cc1nc(SCC(=O)N2CC(=O)Nc3ccccc32)c2c(C)c(C)sc2n1,0,-38
COc1ccc(CNC(=O)CCn2ccc3cc(S(=O)(=O)N4CCCC4)ccc32)cc1,7,-27
Cc1c(CN(C)C(=O)CSc2nc(-c3ccco3)cc(C(F)(F)F)n2)cnn1C,6,-20
CC(=O)c1cccc(S(=O)(=O)NCC(c2ccco2)N2CCCCC2)c1 (configuration not stated),5,-33
COc1ccc(NC2CCCN(C(=O)CSc3ccncc3)C2)cc1 (configuration not stated),25,-25
O=C(Nc1cccc(S(=O)(=O)N2CCOCC2)c1)C1=NN(c2ccccc2)C(=O)CC1,11,-1
Clc1ccc(OCCSc2ncccn2)c(Br)c1,18,-23
Cc1ccc(CN2CCc3c(OCC(=O)Nc4cccc(C)c4C)cccc3C2=O)cc1,7,-48
C=C(C)C(=O)Nc1cccnc1Oc1ccc(F)cc1,5,-5
O=C(NCc1ccccc1)C1CCCN(C(=O)Nc2ccccc2)C1 (configuration not stated),2,-6
O=C(Nc1cccnc1Cl)c1ccc(Cl)c([N+](=O)[O-])c1,46,-7
O=C(Nc1nnc(-c2cccnc2)o1)c1cccc(Cl)c1,11,-5
COc1ccc(CCN(Cc2ccccn2)C(=S)Nc2cccc(SC)c2)cc1OC,9,-31
CC(C)C[C@H](NC(=O)c1[nH]cnc1C(=O)Nc1ccc(CNC(=O)OC(C)(C)C)cc1)C(=O)OCc1ccccc1,11,-20
CCOC(=O)N1CCC(NC(=O)c2ccc3c(c2)sc2nc(-c4ccc(OC)cc4)cn23)CC1,16,-12
Cc1ccc(S(=O)(=O)CCC(=O)NC2CCCCC2)cc1,0,-22
CC1CCCCC1N(C)C1CCN(C(=O)CNC(=O)/C=C/c2cccc(Cl)c2)CC1 (configuration not stated),5,-24
CC(C)(C)NC(=O)N1CCN(c2ncccc2C(F)(F)F)CC1,5,-11
CCn1c(SCc2ccc(C)cc2)nnc1C1CCN(S(=O)(=O)c2ccc(OC)cc2)CC1,32,-4
CN(CC(=O)Nc1ccc(Br)cc1)Cc1ccccc1,7,-18
COc1ccc(-c2noc(N3CCC(C(=O)Nc4ccccc4Cl)CC3)n2)cc1,3,-21
O=C(COc1ccc(/C=N/NC(=O)c2ccccc2O)cc1)Nc1ccccc1,3,-5
O=S(=O)(c1ccc(S(=O)(=O)N2CCCN(Cc3ccccc3)C2)cc1)N1CCCCCC1,6,-44
O=C1CC(c2ccc(F)cc2)Cc2nc(NCC3CCCO3)ncc21 (configuration not stated),8,-20
Cc1ccn2c(c1)nc(=S)n2C(=O)c1ccco1,15,-8
COCCNC(=O)C1=C(N)C(C(=O)Nc2ccc(C)c(S(=O)(=O)N3CCCCC3)c2)SC1=Nc1ccc(C)cc1C (configuration not stated),10,14
Cc1ccc(-c2csc(NS(=O)(=O)c3cccc(F)c3)n2)o1,14,27
CC(=O)N1CCN=C1SCc1cccc(C(F)(F)F)c1,20,0
CCC(CC)C(=O)c1c[nH]c(C(=O)N2CCN(c3ccccc3F)CC2)c1,9,-6
O=C1c2ccccc2C(=O)C12OC2c1ccc(Cl)cc1Cl (configuration not stated),2,-8

One compound at a time, as listed above. Screens in order: OX1R antag-1	OX1R antag-2
`O=S(=O)(c1ccc(S(=O)(=O)N2CCCN(Cc3ccccc3)C2)cc1)N1CCCCCC1` as listed: 6	-44
`Cc1ccc(-c2csc(NS(=O)(=O)c3cccc(F)c3)n2)o1` as listed: 14	27
`CC(C)(C)NC(=O)N1CCN(c2ncccc2C(F)(F)F)CC1` as listed: 5	-11
`CCn1c(SCc2ccc(C)cc2)nnc1C1CCN(S(=O)(=O)c2ccc(OC)cc2)CC1` as listed: 32	-4
`COCCNC(=O)C1=C(N)C(C(=O)Nc2ccc(C)c(S(=O)(=O)N3CCCCC3)c2)SC1=Nc1ccc(C)cc1C` (configuration not stated) as listed: 10	14

More structures
SMILES,OX1R antag-1,OX1R antag-2
O=[N+]([O-])c1ccccc1N(CC1CO1)S(=O)(=O)c1ccccc1 (configuration not stated),14,-8
Cc1ccc[n+](CC(=O)c2ccc(NC(=O)c3ccccc3)cc2)c1C,4,-12
COc1ccc(NC(=S)/N=C(\N)Nc2nc(C)c3ccccc3n2)cc1,39,-11
CC(=O)Nc1ccc(Br)c(Cl)c1,6,-6
CN(C)c1ccc(-n2cc3c(=O)n(C)c(=O)n(C)c3c2)cc1,29,-16
Cc1c(C(=O)O)sc(S(=O)(=O)N2CCN(C(=O)Cc3ccccc3Cl)CC2)c1C(=O)O,6,-7
Cc1ccccc1NC(=O)C(C)OC(=O)c1ccccc1C(=O)N(C)c1ccccc1 (configuration not stated),12,-9
CC(C)(C)C(=O)/C(=C/c1ccncc1)n1cncn1,-1,-11
CC(C)n1cc(C(=O)c2cc(Br)ccc2O)cc(C#N)c1=O,17,-15
CCc1ccccc1NC(=O)Cn1nnc(-c2cccs2)n1,7,13
COc1ccc(C(=O)NNC(=O)C(=O)Nc2ccc(C)c(Cl)c2)cc1,8,-8
COc1cc(NC(=O)C(C)Oc2ccccc2)c(OC)cc1NC(=O)c1ccccc1 (configuration not stated),9,-27
CC(C)CCN1CC(C(=O)NCc2ccc(F)cc2)CC1=O (configuration not stated),11,1
COCCOCCOCCC(=O)NC1CC2CCC1(C)C2(C)C (configuration not stated),8,-5
Cc1c(C(=O)N2CCCC2)c(S(=O)(=O)N2CCN(c3ccccc3F)CC2)c(C)n1C,4,-12
COc1cc(C(C(=O)NC2CCCC2)N(C(=O)c2snc(C(N)=O)c2N)C2CCCC2)cc(OC)c1OC (configuration not stated),10,-34
O=C(O)C1CC=CCC1C(=O)Nc1ccc(N2CCN(Cc3ccccc3)CC2)cc1 (configuration not stated),3,-19
O=C(C1CCN(S(=O)(=O)c2cccc3nsnc23)CC1)N1CCc2ccccc21,25,-14
O=C(CNc1ccccc1)Nc1ccc(F)cc1,9,-1
CC(C(=O)Nc1ccc(F)c(F)c1F)N(C)Cc1cccs1 (configuration not stated),34,-25
CC(=O)N1CCN(C(=O)COC(=O)/C=C/c2ccccc2[N+](=O)[O-])CC1,37*,5
c1ccc2c(c1)NC(CN1CCOCC1)CO2 (configuration not stated),5,-8
COc1ccc(NC(=O)c2c(C)cc(=O)oc2C)c(OC)c1,1,-19
CC(C)C(NC(=O)c1cccs1)c1nnc(SCC(=O)Nc2nccs2)n1C (configuration not stated),4,-12
COC(=O)c1cc(S(=O)(=O)NCc2ccccc2Cl)c[nH]1,10,-12
COc1cccc(OC)c1C(=O)NC(=S)N1CCOCC1,11,-16
Cc1snc(S(=O)(=O)Cc2ccccc2Cl)c1C#N,3,-25
Cc1cc(NC(=O)C2CCN(S(=O)(=O)c3c(C)noc3C)CC2)ccc1Br,9,-7
COc1ccc(/C=N\Nc2ccc([N+](=O)[O-])cc2[N+](=O)[O-])c(C(=O)O)c1OC,51,-15
COc1ccc(C(=O)Cn2c(=N)n(C)c3ccccc32)cc1,13,-32
CC(C)(C)OC(=O)C[C@H]1C/C=C\C[C@@H](CC(=O)N[C@@H](CO)Cc2ccccc2)C(=O)N2CCC[C@@H]2COC1=O,6,-5
CC(C)(C)C1CCC(=NNc2ncc(C(F)(F)F)cc2Cl)CC1 (configuration not stated),5,-21
CCCN(CC(=O)Nc1ccccc1OC)C(=O)CSc1nc(C)cc(C)n1,22,-22
COc1ccc(Nc2cc(NCCCO)c([N+](=O)[O-])c3nonc23)cc1,49*,-6
CCOC(=O)N1CCN(c2ccc([N+](=O)[O-])cc2F)CC1C (configuration not stated),34,-28
Nc1ncnc(Nc2cccc(C(F)(F)F)c2)n1,9,-5
